Screening data as filed in PubChem.
LMP1 NFkB inh: Epstein-Barr LMP1 NF-kappaB reporter inhibition; AID 504558; 350,000 tested, 0.69% active; inhibition, % at 12.5 µM; LMP1-induced NF-kappaB luciferase reporter cells, luminescence; in the data active = inhibition above about 41%;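 note: 0% = neutral control wells and 100% = reference inhibitor control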
Shn3 inh set2: reduces Shn3 3'UTR luciferase signal in osteoblasts; Clone20 osteoblast Shn3 3'UTR firefly luciferase, 24 h; inhibition, % at 12.5 µM; 360,000 tested, 0.52% active;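 active = mean inhibition of at least 75% with every replicate also reaching 75%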;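 note: 0% = median of neutral control wells and 100% = pilot-screen positive control compound; some compounds past the cut are filed as inactive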
CF NFkB inh: inhibitors of cystic fibrosis induced NF-kB | KKLEB NF-kB-GFP reporter, PAF-induced, GFP fluorescence overnight | inhibition, % at 5 µM | 360,000 tested, 0.86% active;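 active = at least 50% inhibition at 5 µM, scaled per plate between neutral and stimulator controls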;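 note: PAF is a Pseudomonas aeruginosa culture filtrate used as stimulus; plate controls were PAF-stimulated DMSO wells for no effect and unstimulated DMSO wells for full effect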
NR2E3 ag-1: activates human photoreceptor nuclear receptor NR2E3. Q9Y5X4. GST-NR2E3/biotin-RetCOR TR-FRET, 1536-well. inhibition of corepressor binding, % at 4.78 µM. 320,000 tested, 0.12% active. AID 2300;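 active = percent inhibition above the cutoff of mean plus 3 SD of all tested compounds, set per screening campaign, cut at about 20% in these data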;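 note: 0% = DMSO wells and 100% = biotin wells as full block of FRET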
Target sequence (Q9Y5X4 whole entry, looked up): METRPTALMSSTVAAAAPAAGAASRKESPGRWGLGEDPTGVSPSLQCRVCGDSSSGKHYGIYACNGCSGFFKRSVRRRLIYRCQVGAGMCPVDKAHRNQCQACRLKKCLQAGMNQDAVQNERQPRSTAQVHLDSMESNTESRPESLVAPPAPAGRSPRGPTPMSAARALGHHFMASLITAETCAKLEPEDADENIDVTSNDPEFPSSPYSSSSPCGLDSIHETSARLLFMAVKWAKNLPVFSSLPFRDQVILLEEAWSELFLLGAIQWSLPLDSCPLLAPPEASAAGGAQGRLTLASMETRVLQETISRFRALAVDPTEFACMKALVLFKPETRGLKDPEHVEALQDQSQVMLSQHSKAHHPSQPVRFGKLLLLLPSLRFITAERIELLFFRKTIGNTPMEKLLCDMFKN
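Test system – NR2E3–RetCOR corepressor complex · Quantity – NR2E3 fusion 1.35 nM · Buffer or medium – Tris pH 7.5 · Incubation – Compound–protein incubation for 5 h at 4 °C · Technique – TR-FRET, Eu(K)-anti-GST donor, streptavidin-D2 acceptor, ex 340, em 617/671 nm · Evaluation – percent inhibition of 671/617 nm emission ratio versus biotin and DMSO controls · Plate – 1536-well format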
hiPSC survival: increases survival of single human iPS cells | 360,000 tested, 0.044% active | hiPSC single-cell survival, ATPlite luminescence; 100% = ROCK inhibitor wells, 0% = DMSO | survival enhancement, % at 20 µM; in the data active = survival enhancement above about 18%;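 note: cells exposed to compounds for 16 hours before the ATP read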
TRAIL sens C8: caspase-8 TRAIL sensitization; NB7+C8 cells + TRAIL, ATPlite viability luminescence; inhibition (viability loss, TRAIL sensitization), % at 10 µM; 360,000 tested, 1% active;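 active = compounds causing at least 50% loss of cell viability in the single-dose screen, relative to plate controls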
Peg3 promoter: inhibitors of Peg3 promoter; inhibition, % at 20 µM; 360,000 tested, 1.7% active; AID 588405; HeLa PEG-Prom luciferase reporter, luminescence, overnight;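 active = inhibition of at least 50% at 20 µM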
KKLEB tox: CF airway cell cytotoxicity counter-screen; 360,000 tested, 0.36% active; KKLEB CF airway cells viability, ATPlite luminescence, overnight; stronger effect = lower value; cells stimulated with P. aeruginosa culture filtrate; activity change (cytotoxicity), % at 5 µM;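 active = corrected activity change at or below -50% at 5 µM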
HIF-2a block: HIF-2a inhibition. 360,000 tested, 0.72% active. 786-0 RCC cells HIF-2a reporter, luciferase luminescence, overnight. inhibition, % at 18.8 µM;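 active = inhibition of the luminescence signal of 40% or more relative to plate controls, in a single-dose primary screen at 18.75 µM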
NR2E3 ag-2: agonists of human NR2E3 nuclear receptor; inhibition of corepressor binding, % at 3.98 µM; 360,000 tested, 0.35% active; AID 602229; CHO-S Gal4-NCOR/VP16-NR2E3 two-hybrid, luciferase;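 active = inhibition above the mean of all tested compounds plus 3 SD, cut at about 70% in these data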;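 note: 0% = DMSO with NR2E3 transfected cells and 100% = cells lacking NR2E3 construct; higher means lower luciferase signal from less NR2E3 corepressor binding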
MITF TRPM1 inh: inhibitors of MITF-driven TRPM1 promoter in melanoma cells; SK-MEL-5 TRPM1 promoter luciferase, 24 h; inhibition, % at 12.5 µM; AID 488899; 330,000 tested, 0.83% active;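 active = mean inhibition across replicates of 60% or more, whatever share of single replicates reaches that level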; note: values of inactives mirror those of a sister screen read the other way
Active calls of the source: *; / = not tested or not shown. Not all compounds are listed; count on the stated rates, not on these rows.

SMILES	LMP1 NFkB inh	Shn3 inh set2	CF NFkB inh	NR2E3 ag-1	hiPSC survival	TRAIL sens C8	Peg3 promoter	KKLEB tox	HIF-2a block	NR2E3 ag-2	MITF TRPM1 inh
COc1ccc(C(=O)N/N=C/c2c(C)[nH]c(=O)[nH]c2=O)cc1	-44	-32	-14	-1	0.0	-8	17	18	13	-37	-10
COc1ccc(OCC(=O)NCCC2=CCCCC2)c([N+](=O)[O-])c1	4	-12	28	-1	2.6	-6	-3	-21	-2	-11	5
COc1ccc(NC(=O)CSc2nc(=O)n(CCN3CCOCC3)c3c2CCCC3)c(OC)c1	-6	7	2	0	2.0	8	11	-4	18	11	6
Cc1ccc(CN2CC(C(=O)Nc3cc(C)ccn3)CC2=O)cc1 (configuration not stated)	-13	-66	17	-2	-0.5	-11	-364	-3	-193	-27	-23
CC(C)(C)Cc1nc(-c2ccc(Cl)cc2)no1	6	-26	-18	-2	5.2	11	-5	12	-1	2	-37
COC(=O)N1[C@H](Cc2ccccc2)C=C[C@]1(C)C(=O)NCc1ccccn1	-8	-30	24	4	6.0	1	-1	-7	-14	-16	-3
COC(=O)C(CCSC)NC(=O)Cn1ncc2c(=O)oc3ccc(C)cc3c21 (configuration not stated)	-17	-15	-9	2	0.4	-16	10	11	2	-9	/
COc1cc(/C=C(/C#N)C(=O)Nc2ccc(Cl)cc2)ccc1Oc1nc(Cl)ncc1F	3	5	5	3	0.8	5	47	0	6	-18	-2
C/C(=N/NC(=O)c1ccoc1C)c1cccc(NC(=O)C(F)(F)F)c1	-11	-29	-5	0	-0.4	25	-146	7	-122	/	-29
O=C(NCCN1C(=O)S/C(=C/c2ccccc2)C1=O)C1CC(=O)N(Cc2ccccc2)C1 (configuration not stated)	4	10	5	-1	0.4	-6	5	2	7	3	-3
COc1ccc2c(CC(=O)NNC(=O)c3ccccc3F)coc2c1	1	-10	1	/	-2.0	8	-29	-11	-28	-19	-4
COc1ccc(OC)c(Nc2ccc(C(=O)O)cc2[N+](=O)[O-])c1	0	2	-14	-3	1.4	-8	11	5	16	-21	6
O=S(=O)(c1ccccc1)N1N=C(c2cccs2)CC1c1ccc(F)cc1 (configuration not stated)	-2	17	17	1	0.7	13	29	-9	18	-12	20
CCCCOc1ccc(C(=O)NCC2(c3ccccc3)CCOCC2)cc1	2	3	5	5	4.0	0	3	-6	11	-1	7
CCCN(CCC)C(=O)CSc1nc2ccsc2c(=O)n1NC(=O)c1ccccc1	-3	-18	7	-3	2.9	4	-48	-8	-35	-18	-18
COc1ccccc1N1CCN(C(=O)c2cc(=O)c3cc(C)ccc3o2)CC1	14	3	23	-4	-0.3	22	8	-3	9	-20	17
Cc1ccc(C)c(C(=O)CSc2nnc(C)s2)c1	6	2	1	-1	-2.0	-10	-60	1	-113	-24	1
CCOc1ccccc1CNCCN1CCOCC1	-7	-4	-6	4	2.3	-16	6	-16	6	-13	-12
CCOC(=O)c1cc(C#N)c(Oc2cccc(C(F)(F)F)c2)nc1-c1ccccc1	4	16	18	1	-0.1	1	27	-5	27	-7	0
Cc1ccc(SCC(=O)OCC(=O)N(C)CC(=O)Nc2ccccc2Cl)cc1	2	-4	1	2	-0.2	-14	6	1	6	12	1
COc1ccc(NC2(c3ccc(Cl)cc3)C(=O)c3ccccc3C2=O)cc1	-1	-20	-1	5	12	10	-3	-20	-17	-19	2
O=C(CCN1C(=O)c2cccc([N+](=O)[O-])c2C1=O)Nc1nccs1	0	2	-3	0	0.4	1	5	8	13	-4	10
COc1cc2c(cc1OC)-c1cc(Nc3ccc(F)cc3)nc(=O)n1CC2	13	13	-4	0	0.0	2	-11	-2	-11	0	-25
Cc1cc(C(=O)NCc2ccco2)on1	-2	-26	-18	2	3.2	3	-2	4	3	-28	/
CCOc1ccc(NC(=O)Nc2ccon2)cc1	-27	-62	11	0	-0.1	49	-138	-28	-156	-124	-39
(cont.)
SMILES	LMP1 NFkB inh	Shn3 inh set2	CF NFkB inh	NR2E3 ag-1	hiPSC survival	TRAIL sens C8	Peg3 promoter	KKLEB tox	HIF-2a block	NR2E3 ag-2	MITF TRPM1 inh
CN1CCN(CCCNC(=O)c2cn(C)c3ccc(S(=O)(=O)N(C)C)cc3c2=O)CC1	3	-6	-3	3	5.3	10	7	10	9	-4	8
CCOc1ccc(S(=O)(=O)NC2=NCCCCC2)cc1	-2	7	-1	1	0.2	-1	1	4	8	-23	-8
CCOc1cc(C=O)cc(Cl)c1OCC(N)=O	-69	8	-4	4	1.1	-4	2	5	13	-34	-5
O=C(O)c1cccc(N/N=C/C2=C(Cl)c3cc(Cl)ccc3SC2)c1	-33	-92	-2	/	0.1	-7	-243	-4	-192	-166	-33
Cc1nnc(N2C(=O)c3cccc4c([N+](=O)[O-])ccc(c34)C2=O)s1	-6	22	-12	-3	0.5	30	24	8	-1	8	9
O=C(OCC(=O)N1CCCC1=O)c1ccc(F)c(S(=O)(=O)N2CCOCC2)c1	-2	1	25	-2	-0.1	-14	-3	5	11	-12	3
CCN(CC(=O)NCc1ccco1)S(=O)(=O)c1ccc(OC)cc1	-3	2	16	3	0.1	23	-5	-12	8	2	-8
CCN(C1CCS(=O)(=O)C1)S(=O)(=O)c1ccc(OC)c(OC)c1 (configuration not stated)	-3	14	2	6	0.4	2	-6	-8	-1	4	1
O=C(NC1CCCC1)c1cc(-c2ccc(Cl)cc2Cl)on1	-16	-49	6	0	-0.5	23	-387	-1	-247	-97	-96
Cc1ccc(CNC(=O)CN2C(=O)COc3ccc(S(=O)(=O)N4CCCCC4)cc32)o1	1	-18	-9	-1	-0.2	-5	1	5	6	1	9
CCOC(=O)N1CCN(CCC(=O)Nc2ccc(Br)c(C)c2)CC1	2	6	0	-1	-0.4	5	10	8	5	-6	18
O=C(c1ccc(F)cc1)n1cc(C(=S)N2CCOCC2)c2ccccc21	0	-19	-6	2	0.1	-10	17	4	7	2	-6
COc1ccc(C=C2C(=O)OC(C)(C)OC2=O)cc1OC	-7	11	-8	-5	0.2	7	-7	12	23	-1	-6
Cc1cc(C(=O)NCCCN(C)C)c2ccccc2n1	-1	5	14	/	-0.1	-2	9	-4	16	-13	-20
Cc1ccc(C(=O)Nc2c(C)cc(-c3ccccc3)oc2=O)cc1	6	7	-9	3	-1.3	1	14	3	4	5	3
O=C(CCC1COc2ccccc2O1)Nc1cccnc1 (configuration not stated)	2	0	15	4	-2.0	2	-3	-8	-9	-13	8
CN(CC(=O)Nc1ccccc1Cl)C(=O)CSC(=S)N1CCCC1	0	-9	6	-1	-0.2	-22	12	10	3	26	-5
CN(C)C(=O)COc1ccc(C(=O)/C=C/c2cccnc2)cc1	2	-5	-1	0	0.2	-8	1	11	22	-11	15
CCCCC(=O)Nc1ccc(C(=O)NCCN2CCOCC2)cc1	-1	-16	1	1	-0.7	1	18	11	6	5	4
C=C(C)CSc1nc(N)c2c(C)c(C)sc2n1	-13	-26	-10	5	-0.8	4	-74	1	-101	-26	-51
COc1ccc(Cl)cc1Nc1nc(C)cc(C)c1C(N)=O	-11	-9	7	6	12	4	16	-3	3	-12	12
CCCCCNC(=O)CCCCn1c(=O)[nH]c2cc(OCC)c(OCC)cc2c1=O	3	-3	-14	-1	-3.3	-10	7	5	10	-5	0
CC(C)(C)c1ccc(C(=O)N2CCN(S(=O)(=O)c3ccc(Br)s3)CC2)cc1	8	-39	11	5	0.0	0	27	-3	6	-7	5
Cc1nnc(NC(=O)C2COc3ccccc3O2)s1 (configuration not stated)	-5	-161	-4	-2	-0.9	-10	-124	-23	-143	-58	-44
O=C1CC(N2CCSCC2)C(=O)N1CCc1ccccc1 (configuration not stated)	-1	-11	2	-1	0.1	-8	12	-4	3	-3	0
Remaining list, next part:
SMILES	LMP1 NFkB inh	Shn3 inh set2	CF NFkB inh	NR2E3 ag-1	hiPSC survival	TRAIL sens C8	Peg3 promoter	KKLEB tox	HIF-2a block	NR2E3 ag-2	MITF TRPM1 inh
COc1ccccc1N(CC(=O)N(C)Cc1ccccc1)S(=O)(=O)c1cccs1	-21	1	37	0	-3.5	-11	15	-7	14	-3	3
CCOc1cc(/C=C2/NC(=S)NC2=O)ccc1OCc1ccc([N+](=O)[O-])cc1	-1	6	26	-2	2.5	24	51*	-33	14	-9	63*
Cn1c(Cc2ccccc2)n[nH]c1=S	-6	7	12	1	0.2	10	5	-14	8	-19	-4
CCCCN1C(=O)C(CC(=O)NCCCN(C)C)CC(C(=O)N2CCOCC2)=C1C (configuration not stated)	5	-13	-10	/	3.4	-4	-9	10	5	-9	/
Cc1ccc2[nH]c3c(c2c1)CN(C)CC3	2	11	1	1	4.7	-1	10	2	13	-4	-1
CCS(=O)(=O)N1CCCC(C(=O)NCc2ccc(C)cc2)C1 (configuration not stated)	-3	-5	4	1	1.0	-8	11	2	-2	-27	3
Cc1cc(=O)oc2c(C)c(OCC(=O)N3CCC(C(=O)O)CC3)ccc12	-7	-1	6	0	-2.4	8	5	8	6	11	4
COCCN(C(C)=O)c1nnc(-c2cnccn2)s1	3	-1	0	-2	-4.3	-3	7	-1	0	-20	-11
CCOC(=O)c1c(CN(C)C)n(-c2ccccc2)c2cc(Br)c(OC)cc12	3	10	20	0	-1.3	-7	24	-11	28	1	1
Cc1cc(C)cc(N(CC(=O)Nc2cccc(C)n2)S(=O)(=O)c2c(C)noc2C)c1	13	47	-10	2	2.1	11	45	25	24	0	16
O=C1c2cc(S(=O)(=O)NCCCO)ccc2-c2ccc(S(=O)(=O)NCCCO)cc21	-10	11	2	1	2.0	-9	16	7	17	0	-7
CCOc1ccccc1CN1CCN(Cc2cccc3nonc23)CC1CCO (configuration not stated)	7	15	20	1	-0.2	0	6	-4	9	-8	12
CCOC(=O)C1=C(C)NC(=S)NC1c1ccc(-c2ccc(Cl)cc2)o1 (configuration not stated)	25	-8	20	-1	-1.7	-12	9	12	7	17	1
CCc1ccc(C(=O)NNC(=O)C2CC(=O)N(c3ccc4c(c3)OCCO4)C2)cc1 (configuration not stated)	4	16	-18	5	-0.5	10	-6	7	5	8	-1
CCCN(CCC)CCCNC(=O)c1cn(CCOC)c(=O)c2c1c1ccccc1n2C	-13	3	1	1	-1.2	-1	-6	7	20	-2	-4

Some of these compounds in order of formula weight, ascending:
SMILES	LMP1 NFkB inh	Shn3 inh set2	CF NFkB inh	NR2E3 ag-1	hiPSC survival	TRAIL sens C8	Peg3 promoter	KKLEB tox	HIF-2a block	NR2E3 ag-2	MITF TRPM1 inh
CCS(=O)(=O)N1CCCC(C(=O)NCc2ccc(C)cc2)C1 (configuration not stated)	-3	-5	4	1	1.0	-8	11	2	-2	-27	3
CCOc1cc(/C=C2/NC(=S)NC2=O)ccc1OCc1ccc([N+](=O)[O-])cc1	-1	6	26	-2	2.5	24	51*	-33	14	-9	63*
CCc1ccc(C(=O)NNC(=O)C2CC(=O)N(c3ccc4c(c3)OCCO4)C2)cc1 (configuration not stated)	4	16	-18	5	-0.5	10	-6	7	5	8	-1
CCOC(=O)c1c(CN(C)C)n(-c2ccccc2)c2cc(Br)c(OC)cc12	3	10	20	0	-1.3	-7	24	-11	28	1	1
CCCN(CCC)CCCNC(=O)c1cn(CCOC)c(=O)c2c1c1ccccc1n2C	-13	3	1	1	-1.2	-1	-6	7	20	-2	-4
